PG9 Ab binder – binders of HIV-1 gp120 antibody PG9, primary screen, biochemical, TR-FRET. HIV-1 gp120 / PG9 antibody interaction. AID 624416, 2012. TR-FRET gp120-PG9 antibody binding. 360,000 compounds, 0.43% hits. inhibition, % at 6.7 µM; in the data active = inhibition above about 8.5%
PRMT1 inh – PRMT1 methyltransferase inhibitors, primary screen, biochemical, fluorescence polarization; Protein arginine N-methyltransferase 1 (Homo sapiens), Q99873; 370,000 compounds, 1.3% hits; inhibition, % at 2.79 µM; AID 652257, 2013; recombinant PRMT1, activity-based probe fluorescence polarization;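 active = inhibition above about 21% made by adding two undisclosed values, limit read from the data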
Target sequence (Q99873 whole entry, looked up): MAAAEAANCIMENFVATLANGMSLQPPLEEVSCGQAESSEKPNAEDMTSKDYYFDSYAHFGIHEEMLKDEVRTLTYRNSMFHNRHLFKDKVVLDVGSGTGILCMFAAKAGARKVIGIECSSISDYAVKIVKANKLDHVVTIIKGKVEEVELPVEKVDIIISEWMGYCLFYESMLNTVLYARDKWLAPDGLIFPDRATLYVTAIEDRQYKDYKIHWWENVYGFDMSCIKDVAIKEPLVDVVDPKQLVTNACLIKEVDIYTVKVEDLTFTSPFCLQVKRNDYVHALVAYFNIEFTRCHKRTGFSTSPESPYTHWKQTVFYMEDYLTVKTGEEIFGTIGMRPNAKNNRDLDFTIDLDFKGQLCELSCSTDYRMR
NR1D1 modulator – modulators of Rev-erb alpha DNA binding, primary screen, biochemical, FITC-DNA, fluorescence polarization, uHTS. Rev-erbα–FITC-DNA binding, 90 min. AID 1259318, 2017. Nuclear receptor subfamily 1 group D member 1 (Homo sapiens), P20393. 370,000 compounds, 0.79% hits. activity, % at 10 µM;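 active = activity above about 14%, limit read from the data; passing the limit was not always enough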;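 also: 0% = DMSO wells with 35 nM protein and 100% = DMSO wells with 750 nM protein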
TDP2 absorb – human TDP2 enzyme inhibitors, primary screen, biochemical, epi absorbance, recombinant enzyme; Tyrosyl-DNA phosphodiesterase 2 (Homo sapiens), O95551; T5PNP hydrolysis, p-nitrophenol absorbance 415 nm; inhibition, % at 12.8 µM; 370,000 compounds, 0.34% hits;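 active = inhibition above the mean of all tested compounds plus 3 SD, set per campaign, cut at about 25% in these data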;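 also: 0% = DMSO with enzyme and 100% = buffer with substrate but no TDP2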
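Test system: Human TDP2 enzyme | Reagent: 5 mM T5PNP | Compound dosing: 12.8 µM single point, 1% DMSO | Incubation: Enzyme reaction with compound for 2 h at 37 °C | Technique: p-Nitrophenol epi absorbance | Read-out: % inhibition relative to enzyme-containing and enzyme-free wells | Benchmarks: High control without enzyme, low control DMSO plus TDP2 | Replicates: Singlicate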
rCAG RNA binder – binders of r(CAG) RNA repeats, primary screen, biochemical, fluorescence; r(CAG) RNA repeat, TO-PRO-1 dye displacement fluorescence; inhibition, % at 3 µM; 370,000 compounds, 1.3% hits;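 active = inhibition above the plate cutoff, the mean of all test compounds on that plate plus 3 SD, cut at about 35% in these data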;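 also: 0% = DMSO alone and 100% = 100 µM mitoxantrone as full dye displacement; higher means more dye released from RNA so lower well fluorescence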
SIAE inh – human SIAE inhibitors, primary screen, biochemical, fluorescence polarization, FP-Rh probe, 1536-well HTS | AID 1053197, 2014 | 370,000 compounds, 0.69% hits | inhibition, % at 9.66 µM | SIAE FP-Rh probe binding;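 active = inhibition above a cutoff: mean of compounds within the control limits plus 3 SD of those, cut at about 17% in these data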;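 also: 0% = plate median of compound wells and 100% = probe without SIAE protein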
LEDGF integ inh – blockers of LEDGF/p75-dependent integrase strand transfer – biochemical, TR-FRET, high throughput, primary screen. HIV-1 integrase (with human LEDGF/p75). TR-FRET IN-LEDGF/p75 DNA integration, Eu/Cy5. inhibition, % at 3.7 µM. 370,000 compounds, 0.64% hits. AID 743269, 2014;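 active = inhibition above the screen-wide mean plus 3 SD, cut at about 13% in these data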;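 also: signal is the Cy5 over europium emission ratio at 671 and 618 nm; 0% = plate median of compound wells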
mABHD4 FP – ABHD4 inhibitors, primary screen, biochemical, fluorescence polarization, mouse; purified mABHD4, FP-Rh probe fluorescence polarization; inhibition, % at 8.92 µM; 370,000 compounds, 0.54% hits; AID 720543, 2013;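 active = inhibition exceeding the mean over every tested compound plus 3 SD, cut at about 30% in these data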;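 also: 0% = plate median of compound wells and 100% = S159A mutant with DMSO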
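Test system: mouse ABHD4 enzyme, wild type. Reagent: FP-Rh fluorescent activity-based probe, added after compound pre-incubation. Timing: pre-incubation 45 min, probe exposure 60 min, at 25 °C. Technique: FP readout, ex 525 nm / em 598 nm. Benchmarks: high control S159A mutant with DMSO, low control median of compound wells.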
HTRA1 inhibitor – HTRA1 serine protease inhibitors, primary screen, biochemical, fluorescence polarization, HTS. recombinant HTRA1, FP-rhodamine activity-based probe. inhibition, % at 5.96 µM. 340,000 compounds, 0.5% hits; in the data active = inhibition above about 36%;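 also: 0% = enzyme with DMSO and 100% = wells lacking enzyme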
Target sequence (Q92743 whole entry, looked up): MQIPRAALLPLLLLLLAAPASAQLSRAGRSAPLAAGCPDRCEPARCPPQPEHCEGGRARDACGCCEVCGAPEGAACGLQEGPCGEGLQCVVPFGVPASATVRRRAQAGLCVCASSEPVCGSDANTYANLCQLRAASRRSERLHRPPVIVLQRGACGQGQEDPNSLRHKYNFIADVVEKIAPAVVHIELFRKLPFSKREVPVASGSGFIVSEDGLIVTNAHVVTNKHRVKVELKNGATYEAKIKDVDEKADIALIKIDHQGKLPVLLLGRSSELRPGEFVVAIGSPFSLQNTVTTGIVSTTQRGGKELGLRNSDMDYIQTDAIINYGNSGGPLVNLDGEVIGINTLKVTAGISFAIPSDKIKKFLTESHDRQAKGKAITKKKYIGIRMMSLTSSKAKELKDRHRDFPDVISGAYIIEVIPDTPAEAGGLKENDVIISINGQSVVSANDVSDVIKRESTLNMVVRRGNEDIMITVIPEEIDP
TCR-CD3 inh – inhibitors of human TCR-CD3 interaction, primary screen, biochemical, fluorescence, TAMRA-labeled TCR probe. 360,000 compounds, 0.37% hits. AID 651800, 2012. inhibition, % at 9.4 µM. T-cell receptor (TCR); in the data active = inhibition above about 19%;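 also: recombinant mutant TCR 2C K166C tagged with TAMRA read by polarization; 0% = receptor in buffer alone and 100% = receptor with positive control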
Active calls of the source: *; / = no result given. The list is partial; rates above refer to the full screens.

SMILES	PG9 Ab binder	PRMT1 inh	NR1D1 modulator	TDP2 absorb	rCAG RNA binder	SIAE inh	LEDGF integ inh	mABHD4 FP	HTRA1 inhibitor	TCR-CD3 inh
COc1ccc(C(CNC(=O)COc2ccccc2C)N2CCCCC2)cc1 (configuration not stated)	1.5	-1	0	-11	0	-1	-2	6	-1	5
CCc1nnc(NC(=O)CCN2C(=O)CCC2=O)s1	1.5	-3	0	0	-3	0	-3	7	-1	8
NC(=O)c1nsc(C(=O)N(CCCN2CCOCC2)C(C(=O)NC2CCCCC2)c2ccc(Cl)cc2)c1N (configuration not stated)	-2.9	-5	1	8	-1	3	1	-3	9	3
O=C(N/N=C/c1cn(-c2ccccc2)nc1-c1cccnc1)c1cccnc1	-2.9	0	6	9	-2	-10	-1	2	-16	-1
CC(=O)c1cc(NC(=O)c2ccc(Cl)cc2)c(=O)oc1/C=C/N(C)C	-10	9	26*	5	9	-8	6	0	-14	7
CC(C)Oc1cc(F)ccc1-c1cc(C(=O)Nc2cccc(C(F)(F)F)c2)[nH]n1	-0.4	0	6	2	3	-115	0	-81	/	1
Cc1ccc(S(=O)(=O)Nc2ccc(NC(=O)CN3CCCCC3)c(Cl)c2)cc1	0.5	1	-2	0	4	-1	3	4	-38	-3
CCn1c(SCC(=O)N2CCOCC2)nc2sc3c(c2c1=O)CCCC3	0.3	2	-1	9	-2	1	-1	2	6	1
NS(=O)(=O)c1ccc(CNC(=O)c2cc(-c3cccnc3)nc3ccc(Cl)cc23)cc1	0.5	-1	4	-11	18	-18	10	-30	-14	-3
Cc1ccc(/C=N/NC(=O)Cc2ccc(Cl)cc2)s1	-0.6	0	-6	7	-1	2	1	-10	-10	7
CC(C)CNC(=O)CC(=O)N/N=C/c1ccc(Br)cc1	-0.5	-2	-1	-3	0	8	-1	-7	1	-5
Cc1nc(SCc2ccc(OCCC(C)C)cc2)n[nH]1	0.5	2	2	-6	-1	-14	1	-21	-1	-10
CCOc1cc2[nH]c(=S)n(Cc3ccc(C)o3)c(=O)c2cc1OCC	0.0	0	-2	-2	-1	0	-3	0	-3	9
CN(C)C1=NCCN1CCc1ccc(F)cc1	1.6	0	-6	10	1	9	2	9	-1	3
COc1ccc(-c2nc(CC(=O)Nc3cccc(S(=O)(=O)NC4=NCCC4)c3)cs2)cc1	2.4	3	7	2	5	6	-1	-3	-3	-2
Cc1cc(C)nc(Nc2ccc(Br)cc2C(=O)O)n1	2.0	-1	-5	10	5	11	0	-5	-7	-1
CC1CCCCC1NC(=O)CSc1nnc(COc2ccc(Cl)cc2)o1 (configuration not stated)	-1.6	3	0	1	-2	1	-1	0	8	-5
CCC(NC(=O)CCCN1C(=O)COc2ccc(C)cc21)c1ccccc1 (configuration not stated)	/	-4	-5	1	-2	2	0	-4	/	/
COc1ccc(-c2c(C#N)c(N)nc3c2c(=O)n(C)c(=O)n3C)cc1Cl	0.0	2	5	0	1	3	2	2	3	-1
O=C(Nc1ccc(-c2csc(Nc3cccc(C(F)(F)F)c3)n2)cc1)c1cc([N+](=O)[O-])cc(C(F)(F)F)c1	-3.4	-1	1	-4	4	0	-2	5	-3	5

Two compounds from above, limited to TCR-CD3 inh:
Structure	TCR-CD3 inh
Cc1nc(SCc2ccc(OCCC(C)C)cc2)n[nH]1	-10
Cc1cc(C)nc(Nc2ccc(Br)cc2C(=O)O)n1	-1

Next section:
SMILES	PG9 Ab binder	PRMT1 inh	NR1D1 modulator	TDP2 absorb	rCAG RNA binder	SIAE inh	LEDGF integ inh	mABHD4 FP	HTRA1 inhibitor	TCR-CD3 inh
CCOc1ccc(NC(=O)NC2(C(=O)NCc3ccco3)CCCCC2)cc1	-1.6	0	2	7	-1	8	-2	5	-11	-7
C=CCNC(=O)CSc1nnc(C(CC)N(C)C)n1C1CCCCC1 (configuration not stated)	-0.7	8	0	-16	-6	3	-1	-9	4	-6
COc1ccc(/C=C\C(=O)NCC(=O)N/N=C/c2ccc(O)cc2O)cc1	-0.8	-2	1	-8	8	1	-2	9	-1	6
Cc1cc(C)c(S(=O)(=O)NCc2cn3ccccc3n2)c(C)c1	-1.1	8	6	-17	-1	-1	-3	-19	-4	2
O=C(N[C@@H](Cc1cccnc1)C(=O)N1CCC[C@H]1C(=O)NCCc1ccccc1Cl)c1ccccc1	-0.8	2	2	2	-1	-3	1	6	/	6
CNC(=O)C(=O)N/N=C/c1ccccn1	0.6	2	-5	-10	-1	-3	1	5	-4	-4
COc1ccc2[nH]cc(/C=C/c3cc[n+](C)cc3)c2c1	-23	-4	69*	-4	-45	-1	3	-2	5	-2
CCN(CC)S(=O)(=O)c1ccc2[nH]c(=O)cc(C(=O)NCc3ccccc3)c2c1	0.1	0	0	-6	0	10	-5	-4	17	-2
Cc1ccc(C(=O)NCCc2ccccc2)cc1S(=O)(=O)N1CCOCC1	1.4	0	-7	-3	-3	0	-2	0	-3	-5
COc1n[nH]c2nncnc12	2.2	0	11	0	-1	-6	1	7	2	7
CC(CN1CCCCC1)OC(=O)COc1ccc(Cl)cc1 (configuration not stated)	0.7	4	3	1	2	1	-12	-2	8	-1
COc1ccc(/C=N/NC(=O)c2ccc3c(c2)OCO3)c(C(=O)O)c1OC	1.0	4	-1	-1	0	8	0	-2	6	5
Cc1cc(NC(=O)CCN2C(=O)C3C4CCC(C4)C3C2=O)cc(C)c1Br (configuration not stated)	0.6	-1	4	6	1	5	0	-10	-7	1
COc1ccccc1-c1ccc2c(c1)O[C@@H](CN(C)C(=O)c1ccncc1)[C@H](C)CN([C@@H](C)CO)S2(=O)=O	-0.5	7	6	-1	2	5	-2	-5	3	-5
Cc1noc(C)c1NC(=O)Nc1ccc2c(c1)C(=O)N(C)[C@H]1CC[C@H](CC(=O)NCc3ccc(Cl)cc3)O[C@@H]1CO2	/	-1	14	-1	4	3	4	11	/	/
Cc1cc(C)cc(-c2nnc(SCc3ccc(C(=O)O)cc3)o2)c1	2.7	5	3	0	24	-9	-4	6	-18	1
O=C(Nc1nc2ccccc2[nH]1)Nc1ccccc1F	-1.1	3	-3	0	21	0	-2	-14	-5	-1
CCOC(=O)C1CCCN(C(=O)c2ccc3c(=O)n(Cc4ccccc4OC)c(=S)[nH]c3c2)C1 (configuration not stated)	-1.2	-3	5	-14	1	-5	0	-2	-10	-8
NS(=O)(=O)c1ccc(CCNC(=O)CN2CCN(Cc3cccc(C(F)(F)F)c3)CC2)cc1	0.3	-3	5	2	2	-6	0	4	0	5
O=C(NC1CCc2ccccc21)c1cc(-c2ccc(Cl)cc2)nc2ccccc12 (configuration not stated)	/	4	1	-1	4	-2	-2	-2	/	/
COc1ccc2nc(C)cc(C(=O)O)c2c1	1.0	3	2	1	6	1	2	6	6	-4
CC(C)CN(C(=O)CN(C)C(=O)Cc1ccccc1Cl)c1c(N)n(CC(C)C)c(=O)[nH]c1=O	-1.0	0	-7	1	-3	2	-1	-1	-2	-1
COc1ccccc1CNC(=O)CCNS(=O)(=O)c1ccc2c(c1)CC(C)N2C(C)=O (configuration not stated)	0.4	0	0	1	-3	-6	-4	-2	6	3
COC(=O)C1=C(C)NC(=O)CC1c1cc(Br)ccc1F (configuration not stated)	-1.5	0	-3	-8	0	-3	1	0	-1	3
COc1ccc(OC)c(-n2c(N)c(C(=O)NCC3CCCO3)c3nc4ccccc4nc32)c1 (configuration not stated)	-1.3	0	-1	-3	4	-3	1	-3	-41	3
COCCNC(=O)C(c1ccc(C)o1)N(Cc1cccs1)C(=O)c1snc(C(N)=O)c1N (configuration not stated)	-1.8	0	-6	-6	-5	1	3	-3	1	-1
O=C(c1ccc(Cl)c([N+](=O)[O-])c1)N1CCCc2ccccc21	-0.5	-3	-1	1	-7	1	-1	-2	0	-1
Nc1c(/C=C2/C=CC(=O)C(O)=C2)c(=O)nc2sc(CC(=O)N3CCCCC3)nn12	-3.6	1	-34	-13	29	1	16*	5	14	26*
CCn1c2ccccc2c2nnc(SCC(=O)Nc3ccc4c(c3)OCO4)nc21	-0.9	0	-13	14	5	4	3	4	2	2
CCOc1ccc(-c2nnc(N)s2)cc1	0.9	0	-4	-1	-1	0	-2	-4	2	4
Cc1ccc(NC(=O)c2ccc3c(c2)OCCO3)cc1C	0.3	-2	-5	-7	-3	-3	4	-3	-15	4
Cn1c(-c2ccccc2)cnc1SCC(N)=O	0.9	2	0	-14	0	1	1	3	-2	-5
Cc1cc(C)c(S(=O)(=O)NC2CC(C)(C)NC(C)(C)C2)cc1C	2.3	0	-4	-11	-3	-5	-5	-7	14	-1
Cc1cc(SCC(=O)c2ccccc2)nc(SCC(=O)c2ccccc2)n1	-1.0	9	-1	-4	2	-6	-4	-22	-9	-5
COc1ccc(Cc2c(-c3cccc(Cl)c3)nc3c(C)cc(Br)cn23)c(C)c1	1.8	2	1	-4	10	4	6	8	/	-1
Cc1ccc(CC(=O)Nc2ccc(F)c([N+](=O)[O-])c2)cc1C	0.3	0	2	-4	0	-2	2	1	-12	4
O=C(NCc1cccc(Cl)c1)O[C@H]1CC[C@@]23CCCN2C(=O)CCC[C@H]3C1	/	-2	-3	-4	/	0	0	2	/	/
CCOc1ccccc1NC(=S)N1CCN(c2ccc(O)cc2)CC1	-2.7	-1	6	21	5	12	0	11	6	10
O=S(=O)(c1ccccc1Cl)N1CCCC(c2nc(-c3cccnc3)no2)C1 (configuration not stated)	0.7	-5	2	9	-5	7	4	-1	-3	3
Brc1cccc(-c2nnc3sc(CNCc4ccco4)cn23)c1	0.4	7	-2	-3	11	-10	-3	5	-17	-5
CC(C)CNC(=O)C(=O)NCC1OCCCN1S(=O)(=O)c1ccc2c(c1)OCCO2 (configuration not stated)	-1.0	5	6	2	0	-6	-3	4	4	-3
C/C(N)=C(/C#N)C(=O)CSc1nc2cc(Cl)ccc2s1	-1.9	-2	0	-6	15	-3	-1	-25	-21	4
CC(=O)Nc1oc(-c2cccc3ccccc23)nc1C#N	0.1	0	-1	2	5	5	0	-3	-2	-3

High-throughput results (PubChem)
